Screens: PubChem, National Center for Advancing Translational Sciences (NCATS)
SW480 rerep: DNA re-replication induction in SW480 cells. SW480 DNA re-replication, Hoechst DNA content imaging, 48 h. Potency, µM (doses to about 46.1 µM), without a hit: top-dose re-replication activation, hits mostly activators. 340,000 compounds, 1.8% hits. AID 624297; also: potency is read from the fitted curve at half-maximal effect; % of control where 0% means no effect; nearly all actives have a fitted effect of over 55% in size
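Compounds, transferred as 23 nL by pin tool, were incubated with cells for 48 hr; DNA content per nucleus was then quantified by Hoechst staining and fluorescence plate imaging.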
HT1080NT lethal: kills 2HG-producing HT-1080-NT fibrosarcoma cells; AID 686970; HT-1080-NT fibrosarcoma viability, CellTiter-Glo ATP luminescence, 48 h; Potency, µM (highest dose often 46.1 µM), for the others: top-dose activity, negative = less viability, actives largely listed as cytotoxic; 360,000 compounds, 1.6% hits;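 also: NT is the 2HG producing partner of a matched IDH1 knockdown line; potency is read from the fitted curve at half-maximal effect; 0% = DMSO-treated cells and -100% = media-only wells without cells; nearly all actives have a fitted effect of over 55% in size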
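Compounds were tested in concentration-response format on HT-1080-NT cells for 48 hours at 37 degrees C. Cell viability came from CellTiter-Glo luminescence; curves were classified by r2, response magnitude and activity.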
KB-V1 MDR tox: KB-V1 MDR subline cytotoxicity; KB-V1 MDR cells viability, CellTiter-Glo, 72 h; Potency, µM (top dose mostly 46.1 µM), for the others: at the top dose activity change, negative = cytotoxicity, actives largely listed as cytotoxic; 400,000 compounds, 3.4% hits; AID 1347076; also: potency is read from the fitted curve at half-maximal effect; % is scaled to controls: 0 for no effect and ±100 for the full control effect; nearly all actives have a fitted effect of over 60% in size
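Cytotoxicity via CellTiter-Glo luminescence after 72 h compound exposure at 37 degrees C. Cells: drug-selected KB-V1 line, DMEM phenol-red free plus 10% FBS. Compounds tested at multiple concentrations; normalized data fitted to concentration-effect curves.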
KB-3-1 tox: kills parental KB-3-1 adenocarcinoma cells | KB-3-1 viability, CellTiter-Glo ATP luminescence, 72 h | Potency, µM (doses to about 46.1 µM), inactives show at the highest dose activity change, negative = cytotoxic, usual class: cytotoxic | 400,000 compounds, 1.4% hits | AID 1347075; also: potency is read from the fitted curve at half-maximal effect; % is scaled to controls: 0 for no effect and ±100 for the full control effect; nearly all actives have a fitted effect of over 60% in size
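Here the drug-naive KB-3-1 line serves as comparator for MDR sub-line selectivity; cells received compound titrations, 72 h at 37 °C, then CellTiter-Glo readout.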
DRD3 antagonist: D3 dopamine receptor (human) antagonism; P35462; D3R cells, DiscoveRx beta-arrestin luminescence, antagonist mode; hits give low values; max response, negative = inhibition, %; 360,000 compounds, 2.5% hits; AID 652054; in the data active = max response below about -50%; inconclusive = no clear call, values can overlap the other calls; also: % is scaled to controls: 0 for no effect and ±100 for the full control effect; mostly tested at two doses, the higher about 12 µM
Target sequence (P35462 whole entry, looked up): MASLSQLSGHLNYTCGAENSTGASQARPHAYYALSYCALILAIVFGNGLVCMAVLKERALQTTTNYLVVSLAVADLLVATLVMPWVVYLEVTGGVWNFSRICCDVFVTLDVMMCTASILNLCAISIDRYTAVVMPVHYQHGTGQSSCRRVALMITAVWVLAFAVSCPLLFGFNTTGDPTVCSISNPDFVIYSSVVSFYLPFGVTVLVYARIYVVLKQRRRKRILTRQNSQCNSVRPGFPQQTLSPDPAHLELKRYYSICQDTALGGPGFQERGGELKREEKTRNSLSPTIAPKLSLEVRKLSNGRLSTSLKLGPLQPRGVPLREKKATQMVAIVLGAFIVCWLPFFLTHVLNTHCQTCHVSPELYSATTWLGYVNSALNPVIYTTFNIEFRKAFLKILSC
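Cells expressing the human receptor were seeded at 1500 cells/well, incubated overnight at 37 degrees C in 5% CO2, then exposed to library compounds with dopamine controls for 90 minutes at 37 degrees C before luminescent detection.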
IL1B secr inh: inflammasome signaling inhibition, IL-1 beta readout. THP-1 LPS/ATP IL-1B secretion, AlphaLISA, 16 h; hits give low values. activity change, % at 57.5 µM. 360,000 compounds, 4.7% hits. AID 743279; in the data active = activity change below about -50%; inconclusive = mostly about -30% to -49%; also: % is scaled to controls: 0 for no effect and ±100 for the full control effect
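Secreted IL-1B measured by AlphaLISA bead assay after 16 h compound exposure of THP-1 cells; compounds (final up to 57.5 uM) added 1 h before LPS (250 ng/mL) and ATP (1.25 mM) stimulation; lower signal means less secretion.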
GLP-1R agonist: agonists of human GLP-1 receptor | P43220 | 380,000 compounds, 0.007% hits | AID 624172 | HEK293 GLP-1R CRE-luciferase, luminescence, 4-6 h; cells express a hypersensitive GLP-1R form | Potency, µM (doses to about 45.6 µM), for the others: top-dose activation, hits mostly activators; also: potency is read from the fitted curve at half-maximal effect; % of control where 0% means no effect
Target sequence (P43220 whole entry, looked up): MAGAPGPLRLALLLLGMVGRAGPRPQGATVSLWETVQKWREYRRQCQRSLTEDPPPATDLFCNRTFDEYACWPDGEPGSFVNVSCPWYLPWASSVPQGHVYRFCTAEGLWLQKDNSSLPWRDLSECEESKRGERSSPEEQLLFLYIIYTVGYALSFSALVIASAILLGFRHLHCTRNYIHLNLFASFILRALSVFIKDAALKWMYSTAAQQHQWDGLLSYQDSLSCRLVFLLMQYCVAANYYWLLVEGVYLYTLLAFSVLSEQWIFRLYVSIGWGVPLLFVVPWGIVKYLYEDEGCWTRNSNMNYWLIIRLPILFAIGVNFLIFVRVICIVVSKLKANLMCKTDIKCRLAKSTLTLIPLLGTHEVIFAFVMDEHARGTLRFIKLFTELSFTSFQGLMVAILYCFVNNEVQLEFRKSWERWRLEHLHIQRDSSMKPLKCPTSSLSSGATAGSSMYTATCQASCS
DRD3 agonist: activates the human D3 dopamine receptor. P35462. D3R DiscoveRx beta-arrestin cells, luminescence, 90 min. 410,000 compounds, 0.58% hits. max activation, %. AID 652048; in the data active = max activation above about 30%; also: 0% is about no effect; mostly tested at two doses, the higher about 12 µM
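Agonist-mode cell screen: cells plated at 1500/well and incubated overnight at 37 °C, then exposed to library compounds for 90 min at 37 °C. Detection reagent was added for 30–60 min at room temperature, and luminescence was read.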
HT1080 IDH1KD tx: toxicity to HT-1080 IDH1 knockdown cells (counter line) | Potency, µM (series often up to 46.1 µM), for inactives: top-dose activity, negative = toxicity, actives largely listed as cytotoxic | 360,000 compounds, 2% hits | AID 686971 | HT-1080 IDH1 knockdown viability, ATP luminescence, 48 h;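 also: potency is read from the fitted curve at half-maximal effect; 0% = DMSO wells and -100% = cell-free medium wells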
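Knockdown cells (IDH1KD HT-1080) received compounds 2 h after plating at 750 cells/well and were kept 48 h at 37 °C in 5% FBS RPMI. A CellTiter-Glo luminescence read gave % activity for curve fitting.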
Numbers without * were called inactive; i = inactive; ? = inconclusive; . = no result given; [ ] = another dose, or the depositor's remark. Unless noted, calls follow the shape of the dose curve; as a rule, active = well fitted curve in the direction sought with a large enough effect; inconclusive = small, poorly fitted or top-dose-only effect, or another doubt; inactive = no such curve, though single readings can be large; an effect the other way counts as inactive or inconclusive. The order is random; any-hit rate near 12%.

SMILES,HT1080NT lethal,DRD3 antagonist,KB-3-1 tox,SW480 rerep,KB-V1 MDR tox,HT1080 IDH1KD tx,IL1B secr inh,DRD3 agonist,GLP-1R agonist
O=C(Nc1sc2c(c1C(=O)O)CCC2)c1cccs1,-1%,-9,?,3%,23µM*,0%,-4,-7,-13%
CCOC(=O)COc1ccc2ccccc2c1/C=C/[N+](=O)[O-],7.3µM*,-52*,18µM*,?,?,4.1µM*,-92*,-7,-14%
CCOC(=O)c1c(NC(=O)Cn2cc([N+](=O)[O-])cn2)sc2c1CCC2,8%,10,-3%,1%,-7%,-6%,10,4,1%
CCOc1ccc(N(CC(=O)Nc2ccc(C)cc2)S(=O)(=O)c2c(C)noc2C)cc1,-16%,21,?,1%,?,-6%,-11,6,-3%
CCOc1ccccc1CNC(=O)c1ccc(Sc2ccc(Cl)cc2)c(NC(C)=O)c1,0%,8,3%,?,18µM*,3%,-3,-3,-2%
CC(C)N(CCCNC(=O)Cn1c(=O)c2cccn2c2ccc(F)cc21)Cc1ccccc1,4%,2,1%,-11%,-2%,2%,-3,2,9%
CCn1c(SCC(=O)NCCc2ccccc2)nc2c(c1=O)SC(C)C2 (centres undefined),1%,16,17%,-1%,14%,-10%,24,-3,8%
O=C(CN1C(=O)C2C3C=CC(C3)C2C1=O)Nc1ccc2nccnc2c1 (centres undefined),4%,-12,4%,-10%,?,11%,-21,-4,-4%
COc1ccc(S(=O)(=O)Nc2cc(C(=O)NCCCOC(C)C)ccc2N2CCOCC2)cc1,1%,17,-2%,-158%[inhibitor],?,-3%,6,-4,9%
CC1C(=O)N(Cc2cn(Cc3ccco3)nn2)CCS(=O)(=O)N1Cc1ccc(-c2ccc(F)cc2Cl)cc1 (centres undefined),-27%,-13,-15%,.,?,?,-19,5,1%
Cc1ccc(S(=O)(=O)NCc2c(-c3ccccc3)noc2C)cc1,-7%,-4,-2%,-2%,?,6%,15,-1,9%
CCN=C1SC(CC(=O)NC(C)C)C(=O)N1CC (centres undefined),1%,-9,-3%,2%,15%,6%,4,1,-1%
O=C(NCc1ccc2c(c1)OCO2)c1ccc(CSCc2ccc(Cl)cc2)o1,-3%,-29,-16%,-5%,21µM*,-10%,3,-6,13%
Cc1cc(OCCNCCO)cc(C)c1Cl,-18%,0,-4%,-1%,-6%,-24%,-9,-10,0%
CN(c1ccc(OCCOc2ccccc2Cl)cc1)S(=O)(=O)c1ccccc1,-4%,12,-21%,?,16µM*,-10%,13,0,-21%

Three compounds already listed, ordered by length of the SMILES, highest first.
SMILES,HT1080NT lethal,DRD3 antagonist,KB-3-1 tox,SW480 rerep,KB-V1 MDR tox,HT1080 IDH1KD tx,IL1B secr inh,DRD3 agonist,GLP-1R agonist
O=C(CN1C(=O)C2C3C=CC(C3)C2C1=O)Nc1ccc2nccnc2c1 (centres undefined),4%,-12,4%,-10%,?,11%,-21,-4,-4%
CCn1c(SCC(=O)NCCc2ccccc2)nc2c(c1=O)SC(C)C2 (centres undefined),1%,16,17%,-1%,14%,-10%,24,-3,8%
CCOC(=O)COc1ccc2ccccc2c1/C=C/[N+](=O)[O-],7.3µM*,-52*,18µM*,?,?,4.1µM*,-92*,-7,-14%

Further structures follow.
SMILES,HT1080NT lethal,DRD3 antagonist,KB-3-1 tox,SW480 rerep,KB-V1 MDR tox,HT1080 IDH1KD tx,IL1B secr inh,DRD3 agonist,GLP-1R agonist
Cc1cc(C)nc(SCC(=O)N/N=C/c2cc(C)n(-c3ccccc3C)c2C)n1,-2%,-26,-1%,-76%[inhibitor],?,-1%,?,-21,10%
COc1ccc(C(=O)N2CCN(c3ccc([N+](=O)[O-])c(NCCc4ccc(OC)c(OC)c4)c3)CC2)cc1,1.2µM*,13,?,-5%,?,?,?,0,6%
Cc1cc(Cl)ccc1OCC(=O)N(Cc1cccs1)C1CCS(=O)(=O)C1 (centres undefined),0%,-13,2%,2%,-20%,-2%,-22,-5,11%
CC12COC3(C(=O)Nc4ccc(F)cc4)CC1CCC32C (centres undefined),2%,5,20%,-2%,27%,5%,5,0,-3%
COc1ccc(C(CCNCc2ccc(N(C)C)cc2)C(C)C)cc1 (centres undefined),18µM*,14,-26%,?,16µM*,?,-100*,-4,10%
COc1ccc2c(Cl)c(C(=O)OCC(=O)c3ccc4c(c3)NC(=O)CO4)sc2c1Cl,-1%,-15,-5%,-1%,0%,-2%,-1,-1,-5%
CCOC(=O)c1c(C)[nH]c(C(=O)OC)c1CCC(=O)OC,9%,0,7%,0%[9.22 µM],-1%,8%,-1,5,11%
CCc1ccc(CCC(=O)Nc2ccc(C)c(C)c2)o1,15%,17,-15%,3%,1%,6%,3,-4,?
c1ccc2c(c1)OCc1cn[nH]c1-2,-1%,-12,6%,?,15%,0%,5,-1,4%
COc1ccc(N2CCN(C(=O)NCc3ccc(C)cc3)CC2)cc1,-26%,-10,0.52µM*,?,5.8µM*,?,12,2,1%
CC(C)CC1(C(=O)NCCN2CCOCC2)C=CCN1C(=O)c1ccccc1 (centres undefined),11%,0,0%,4%,?,3%,26,9,1%
COc1ccccc1NC(=O)NCc1ccco1,3%,-7,-6%,?,-16%,-26%,-68*,3,3%
Cc1ccccc1CC(=O)Nc1sc(C(C)C)cc1C(=O)N1CCOCC1,-5%,2,0%,1%,-5%,2%,-26,-5,2%
Cc1sc2ncnc(N)c2c1C,-9%,2,0%,-3%,-2%,8%,40,17,13%
CC(O)(c1ccc(F)c(F)c1)c1nc(-c2csc3ccccc23)cs1 (centres undefined),?,2,0%,.,5%,?,-1,-2,13%

SMILES,HT1080NT lethal,DRD3 antagonist,KB-3-1 tox,SW480 rerep,KB-V1 MDR tox,HT1080 IDH1KD tx,IL1B secr inh,DRD3 agonist,GLP-1R agonist
COC(=O)Cn1c2ccc(Cl)cc2c2nc(C)sc21,12%,6,15%,-128%[inhibitor],-9%,8%,28,6,18%
Cc1ccc(C(=O)N2CCn3c(C)ccc3C2C)cc1 (centres undefined),5%,3,12%,1%,-3%,19%,0,3,5%
CC(C)OCCCN1CN(S(=O)(=O)c2cccc(Cl)c2)c2nc3ccccc3nc21,-2%,0,6%,6%,?,-10%,?,3,10%
COc1cc([N+](=O)[O-])cc(/C=N/NC(=O)c2cc(-c3ccccc3)nc3ccccc23)c1O,?,0,?,16%,?,?,56,7,-1%
CSc1ccccc1NC(=O)CCn1c(=O)oc2ccccc21,21%,11,8%,-2%,-4%,16%,-9,1,-4%
CC(=NNC(=O)c1ccncc1)c1cccc(Cl)c1,10%,5,0%,0%,19%,6%,-15,2,9%
O=C(NC(=S)Nc1cccc2c(O)cccc12)c1cccc(Br)c1,?,-19,8%,26%,-21%,?,0,-7,19%
CCCn1c(=S)[nH]c2cc(C(=O)N3CCN(c4ccc(F)cc4)CC3)ccc2c1=O,4%,14,3%,.,-9%,0%,14,4,1%
CCCCn1c(N)c(N(CCOC)C(=O)COC(=O)COc2cccc(C(C)=O)c2)c(=O)[nH]c1=O,8%,0,28%,-3%,0%,-2%,16,5,-9%
S=C1NC2(CCCC2)N=C1c1ccccc1,-3%,3,4%,-14%,17%,1%,13,5,-7%
CCN(CC1CCCO1)C(=O)c1cc(COc2ccccc2SC)on1 (centres undefined),-6%,-18,-12%,?,?,-3%,i,-10,6%
c1ccc(-n2c(Cc3cccnc3)nc3cnccc32)cc1,10%,16,0%,-4%,4%,22%,18,8,14%
COc1ccccc1N=Nc1ccc(N)c(C)c1,-4%,-8,0%,0%,5%,-17%,-9,-20,17%
CCOC(=O)NC(=O)/C(C#N)=C\Nc1ccc(Cl)cc1Cl,5%,0,-1%,-2%,-5%,-1%,54,-1,7%
O=[N+]([O-])c1ccc(N2CCOCC2)cc1NC(c1ccccc1)c1ccccc1,2%,-16,-29%,1%,16µM*,1%,-9,-10,1%

SMILES,HT1080NT lethal,DRD3 antagonist,KB-3-1 tox,SW480 rerep,KB-V1 MDR tox,HT1080 IDH1KD tx,IL1B secr inh,DRD3 agonist,GLP-1R agonist
CCCCN(C(=O)c1ccc(-c2ccc(Cl)cc2)o1)c1c(N)n(CCC)c(=O)[nH]c1=O,0%,-14,-19%,?,19%,-3%,-28,0,3%
O=C(c1ccc(NS(=O)(=O)/C=C/c2ccccc2)cc1)N1CCCCC1,?,2,-12%,-13%,-7%,?,-76*,10,12%
COc1cc(O)c2c(c1)OC(c1ccc(O)cc1)CC2=O (centres undefined),30%,27,0%,5%,15%,23%,-15,13,-5%
CC(=O)c1ccc(NC(=O)CSc2cn[nH]n2)cc1,30%,-2,2%,-2%,-4%,9%,-2,-12,1%
O=C(O)CSc1nnc(Cn2nnc3ccccc32)n1CCc1ccccc1,0%,4,9%,3%,11%,-3%,?,-1,-1%
CCCCNC(=O)c1onc(CCl)c1C(=O)OC,?,-8,3%,?,0%,?,72,-22,2%
CNCc1sccc1C,?,1,8%,-7%,5%,18%,6,1,1%
COc1ccc(NC(=S)NNc2ccc(C(=O)O)cc2)cc1,-26%,-2,1%,-32%[inhibitor],26%,-21%,12,9,1%
COc1ccc(C(=O)N(C)CC(=O)Nc2cccc(F)c2)cc1S(=O)(=O)NC1CCCC1,3%,-7,-6%,?,-3%,2%,-2,-9,10%
Cc1ccc(C(=O)ONc2ccc(N=O)cc2)cc1,8%,23,-5%,6%,20%,13%,-10,1,-2%
CCc1nnc(NC(=O)CSc2nnc(C(C)NC(=O)c3ccccc3)n2C)s1 (centres undefined),16%,3,10%,-15%,5%,16%,-2,-2,0%
CC1(OC(=O)CCc2ccccc2)C(=O)C=C2C=C(c3ccc(C#N)cc3)N(C(CO)CO)C=C2C1=O (centres undefined),16%,2,26%,-6%,?,9%,23,-5,0%
O=C1C=C(c2ccc3c(c2)OCO3)CCC1,14%,-8,9%,3%,14%,8%,7,1,11%
